Screening data: PubChem BioAssay, Sanford-Burnham Center for Chemical Genomics
697 NFkB inh – lowers PMA/ionomycin-induced NF-kB signal in 697 B cells; 697 B-cell NF-kB luciferase reporter, 16 h; inhibition, % at 4 µM; 330,000 compounds, 0.33% hits; in the data active means inhibition above about 35%
Gli-Sufu antag – blocks Gli-Sufu signaling in a luciferase reporter; 340,000 compounds, 0.74% hits; Sufu-KO-LIGHT fibroblasts, Gli luciferase reporter luminescence; inhibition, % at 5 µM;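 active means inhibition above about 55%, limit read from the data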;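 further: 0% = DMSO-treated cells and 100% = wells with medium but no cells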
EBI2 antag – EBI2 (human) antagonism; EBI2 beta-arrestin recruitment, luminescence, 7a,25-OHC stimulated; inhibition, % at 5 µM; 360,000 compounds, 0.81% hits; AID 651636; in the data active means inhibition above about 38%;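 further: enzyme fragment complementation signal reports receptor beta-arrestin coupling in cells; 0% = agonist plus DMSO wells and 100% = wells without agonist; some results beyond the cut were filed as inactive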
Target sequence (P32249 whole entry, looked up, the tested form may be a part): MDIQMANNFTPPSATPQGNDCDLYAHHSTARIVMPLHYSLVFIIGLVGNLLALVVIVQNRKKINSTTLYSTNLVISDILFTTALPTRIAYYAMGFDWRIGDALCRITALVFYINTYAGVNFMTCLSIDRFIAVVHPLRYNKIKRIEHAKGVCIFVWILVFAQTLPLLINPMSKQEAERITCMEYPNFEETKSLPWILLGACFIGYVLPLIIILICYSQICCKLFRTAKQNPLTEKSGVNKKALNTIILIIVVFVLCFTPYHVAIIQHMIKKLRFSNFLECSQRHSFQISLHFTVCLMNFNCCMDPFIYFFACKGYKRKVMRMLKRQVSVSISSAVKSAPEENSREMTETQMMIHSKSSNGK
CCR6 antagonist – CCR6 (human) receptor antagonism; inhibition, % at 20 µM; 340,000 compounds, 0.49% hits; AID 493098; P51684; CHO-K1 CCR6 PathHunter beta-arrestin, luminescence, CCL20-stimulated;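 active means compounds whose inhibition of the agonist-driven luminescence signal at 20 µM reaches about 50%, limit read from the data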;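 further: cells stimulated with CCL20 at 14 nM final; plate controls were DMSO with CCL20 for no effect and DMSO without agonist for full effect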
Target sequence (P51684 whole entry, looked up): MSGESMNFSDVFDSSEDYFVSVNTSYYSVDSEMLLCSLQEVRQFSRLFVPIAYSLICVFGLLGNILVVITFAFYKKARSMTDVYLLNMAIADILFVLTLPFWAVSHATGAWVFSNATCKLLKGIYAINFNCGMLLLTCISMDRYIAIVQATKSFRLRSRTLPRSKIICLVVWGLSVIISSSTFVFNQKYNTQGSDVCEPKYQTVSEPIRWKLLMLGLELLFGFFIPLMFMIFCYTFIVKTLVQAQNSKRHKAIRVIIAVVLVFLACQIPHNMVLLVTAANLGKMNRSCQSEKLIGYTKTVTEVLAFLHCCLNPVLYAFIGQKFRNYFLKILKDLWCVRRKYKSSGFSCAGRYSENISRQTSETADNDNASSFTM
APJ antagonist – antagonists of human APJ apelin receptor; P35414; CHO-K1 APJ beta-arrestin complementation, luminescence; inhibition, % at 20 µM; 330,000 compounds, 0.32% hits; AID 2521;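 active means inhibition above about 40% at 20 µM, limit read from the data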;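 further: cells challenged with 10 nM apelin-13 agonist together with compound; plate controls were apelin-13 plus DMSO wells for no effect and DMSO wells lacking apelin-13 for full effect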
CXCR6 inh – inhibitors of human CXCR6 receptor. CHO-K1 PathHunter CXCR6 beta-arrestin, luminescence. O00574. AID 602244. 360,000 compounds, 0.36% hits. inhibition, % at 20 µM; in the data active means inhibition above about 34%, passing the limit was not always enough;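 further: antagonist mode with CXCL16 agonist at 10 nM final; 0% = 10 nM CXCL16 with DMSO and 100% = unstimulated wells without agonist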
Target sequence (O00574 whole entry, looked up): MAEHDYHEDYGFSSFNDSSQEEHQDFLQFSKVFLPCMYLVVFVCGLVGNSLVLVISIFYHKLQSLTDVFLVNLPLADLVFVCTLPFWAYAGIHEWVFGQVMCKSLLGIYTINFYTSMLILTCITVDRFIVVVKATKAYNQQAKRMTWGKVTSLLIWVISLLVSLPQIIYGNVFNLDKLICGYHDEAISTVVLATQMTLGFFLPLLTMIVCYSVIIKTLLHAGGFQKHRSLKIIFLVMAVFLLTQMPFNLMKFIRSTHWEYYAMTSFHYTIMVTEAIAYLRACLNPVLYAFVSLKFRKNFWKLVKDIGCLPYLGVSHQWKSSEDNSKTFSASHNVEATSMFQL
Jurkat NFkB inh – inhibitors of the PMA/ionomycin-induced NF-kB reporter in Jurkat cells. PMA/ionomycin-induced NF-kB luciferase reporter, luminescence. inhibition, % at 4 µM. 330,000 compounds, 0.53% hits. AID 435003; in the data active means inhibition above about 50%
UBC13 inh – human UBC13 polyubiquitination inhibition | P61088 | AID 485273 | UBC13 polyubiquitin chain formation, TR-FRET | inhibition, % at 20 µM | 330,000 compounds, 0.47% hits; in the data active means inhibition above about 45%, passing the limit was not always enough
* hit, by the source's call.

`CCOC(=O)N1CCN(C(=O)c2cc(COc3c(F)cccc3F)on2)CC1` gave 697 NFkB inh -114.2, Gli-Sufu antag -69.4, EBI2 antag -0.8, CCR6 antagonist 17.2, APJ antagonist -1.4, CXCR6 inh -3.4, Jurkat NFkB inh -121.5 and UBC13 inh -4.5.
CC1(C)SC2c3ccccc3C(=O)N2[C@@H]1C(=O)O (stereo partly specified) was read as 697 NFkB inh 13.5, Gli-Sufu antag 43.8, EBI2 antag -4.7, CCR6 antagonist -1.7, APJ antagonist 15.2, CXCR6 inh 2.6, Jurkat NFkB inh 1.8 and UBC13 inh 2.2.
For COc1ccc(S(=O)(=O)N2CCc3ccccc32)cc1C(=O)Nc1cccnc1 the results were 697 NFkB inh -9.2, Gli-Sufu antag -4.4, EBI2 antag 0.2, CCR6 antagonist 13.1, APJ antagonist 8.4, CXCR6 inh 6.9, Jurkat NFkB inh -0.9 and UBC13 inh -9.9.
For O=C(c1ccccc1)N1CCN(Cc2ccccc2C(F)(F)F)CC1 the results were 697 NFkB inh -3.0, Gli-Sufu antag 2.8, EBI2 antag -17.9, CCR6 antagonist -6.4, APJ antagonist -3.6, CXCR6 inh 2.9, Jurkat NFkB inh -5.5 and UBC13 inh 1.2.
For O=C(O)CCNC(=O)CCCn1nnc2ccccc2c1=O the results were 697 NFkB inh -1.1, Gli-Sufu antag 13.4, EBI2 antag -2.5, CCR6 antagonist -4.8, APJ antagonist 7.9, CXCR6 inh 2.9, Jurkat NFkB inh -20.6 and UBC13 inh -6.2.
`CCc1ccc(-c2cc(C)no2)cc1S(=O)(=O)Nc1cc(C)on1` gave 697 NFkB inh -0.3, Gli-Sufu antag 0.1, EBI2 antag -7.4, CCR6 antagonist 9.8, APJ antagonist -2.8, CXCR6 inh 2.5, Jurkat NFkB inh 9.4 and UBC13 inh -6.4.
`O=C(Nc1ccc2[nH]c(=O)[nH]c2c1)C(F)(F)F` gave 697 NFkB inh 4.4, Gli-Sufu antag 15.7, EBI2 antag -9.8, CCR6 antagonist -4.0, APJ antagonist -11.4, CXCR6 inh -1.0, Jurkat NFkB inh -9.9 and UBC13 inh -19.0.
Screening CC(=O)Oc1c(C(=O)c2nnc(C)o2)c(=O)n(Cc2ccccc2)c2ccccc12 returned 697 NFkB inh 14.0, Gli-Sufu antag 1.3, EBI2 antag -7.8, CCR6 antagonist 3.4, APJ antagonist 7.0, CXCR6 inh 2.7, Jurkat NFkB inh -10.5 and UBC13 inh -0.5.
COc1ccc(-c2noc(N3CCCC(C(=O)Nc4ccc(F)cc4F)C3)n2)cc1 (stereo unspecified) was read as 697 NFkB inh -65.1, Gli-Sufu antag -57.3, EBI2 antag 6.5, CCR6 antagonist 5.3, APJ antagonist 0.9, CXCR6 inh -12.6, Jurkat NFkB inh -1.4 and UBC13 inh -0.7.
CC(=O)Nc1cccc(C(=O)OCc2ccc(C(=O)Oc3ccc(Cl)cc3)cc2)c1 was read as 697 NFkB inh -0.7, Gli-Sufu antag -3.5, EBI2 antag 2.1, CCR6 antagonist -18.1, APJ antagonist 0.2, CXCR6 inh 18.1, Jurkat NFkB inh 2.0 and UBC13 inh 16.8.
For CCOc1ncccc1C(=O)NCc1ccccc1 the results were 697 NFkB inh -20.3, APJ antagonist -10.1, Jurkat NFkB inh 1.6 and UBC13 inh -2.7.
For COc1ccc(Oc2nc(C(F)(F)F)nc3ccccc23)cc1 the results were 697 NFkB inh -0.4, Gli-Sufu antag 3.9, EBI2 antag -7.1, CCR6 antagonist 6.4, APJ antagonist 9.6, CXCR6 inh -1.3, Jurkat NFkB inh -6.9 and UBC13 inh 4.9.

In the list so far, these contain a COOH group:
CC1(C)SC2c3ccccc3C(=O)N2[C@@H]1C(=O)O (stereo partly specified) was read as 697 NFkB inh 13.5, Gli-Sufu antag 43.8, EBI2 antag -4.7, CCR6 antagonist -1.7, APJ antagonist 15.2, CXCR6 inh 2.6, Jurkat NFkB inh 1.8 and UBC13 inh 2.2.
For O=C(O)CCNC(=O)CCCn1nnc2ccccc2c1=O the results were 697 NFkB inh -1.1, Gli-Sufu antag 13.4, EBI2 antag -2.5, CCR6 antagonist -4.8, APJ antagonist 7.9, CXCR6 inh 2.9, Jurkat NFkB inh -20.6 and UBC13 inh -6.2.

Continued.
Screening COc1ccc2c(c1)OC[C@H]1[C@H]2N2C(=O)c3cc(OC)ccc3NC(=O)[C@@]2(C)[C@H]1c1ccccc1 returned 697 NFkB inh 26.8, Gli-Sufu antag 14.1, EBI2 antag 2.6, CCR6 antagonist 8.1, APJ antagonist 0.7, CXCR6 inh 3.0, Jurkat NFkB inh 14.5 and UBC13 inh 10.4.
CC(=O)c1cccc(Oc2ncccn2)c1 was read as 697 NFkB inh -14.9, Gli-Sufu antag 4.0, EBI2 antag -4.8, CCR6 antagonist -3.6, APJ antagonist -7.9, CXCR6 inh -4.3, Jurkat NFkB inh -14.5 and UBC13 inh 0.6.
For COCCCN1C(=O)c2[nH]nc(-c3ccccc3O)c2C1c1ccc(Cl)cc1 (stereo unspecified) the results were 697 NFkB inh -9.9, Gli-Sufu antag 12.4, EBI2 antag 2.8, CCR6 antagonist 13.1, APJ antagonist -6.2, CXCR6 inh 6.8, Jurkat NFkB inh -5.5 and UBC13 inh 12.0.
Cc1cccc(N2C(=O)c3cccc4c(N)ccc(c34)C2=O)c1 was read as 697 NFkB inh 6.5, Gli-Sufu antag 24.0, EBI2 antag -11.1, CCR6 antagonist -22.8, APJ antagonist -28.7, CXCR6 inh -23.2, Jurkat NFkB inh 13.8 and UBC13 inh -213.9.
COc1ccc(OC)c(CN2CCN(c3ccccc3OC)CC2)c1 was read as 697 NFkB inh -8.3, Gli-Sufu antag 3.9, EBI2 antag -0.5, CCR6 antagonist 23.8, APJ antagonist 14.7, CXCR6 inh -4.1, Jurkat NFkB inh 9.1 and UBC13 inh 0.6.
For CCCNc1nc2c(c(=O)n(C)c(=O)n2C)n1CCCc1ccccc1 the results were 697 NFkB inh -35.5, Gli-Sufu antag -5.1, EBI2 antag 10.8, CCR6 antagonist 2.7, APJ antagonist -6.4, CXCR6 inh 1.2, Jurkat NFkB inh -33.1 and UBC13 inh 1.6.
CCOc1ccc(C(=O)NC(C(=O)NCC(c2cccs2)N(C)C)C(C)C)cc1 (stereo unspecified) was read as 697 NFkB inh -6.5, Gli-Sufu antag 5.4, EBI2 antag -14.8, CCR6 antagonist 6.0, APJ antagonist -5.9, CXCR6 inh -0.3, Jurkat NFkB inh -5.6 and UBC13 inh 1.4.
Screening O=c1c2cc(-c3ccccc3)sc2nc2n1CCC2 returned 697 NFkB inh -128.2, APJ antagonist -15.9, Jurkat NFkB inh -149.6 and UBC13 inh -2.8.
Screening CCOC(=O)/C(C#N)=C\N(C)C returned 697 NFkB inh -0.4, Gli-Sufu antag -9.9, EBI2 antag -8.1, CCR6 antagonist -1.2, APJ antagonist 9.7, CXCR6 inh 2.8, Jurkat NFkB inh 4.8 and UBC13 inh 4.5.
For CSc1nc(N)nc(SCC(=O)C(C)(C)C)c1C#N the results were 697 NFkB inh -34.4, Gli-Sufu antag -12.7, EBI2 antag -1.6, CCR6 antagonist -5.1, APJ antagonist 0.2, CXCR6 inh 0.4, Jurkat NFkB inh -54.4 and UBC13 inh -3.9.
Screening COc1ccc(C2/C=C\CN(C(=O)CC(C)C)CC(=O)N2Cc2ccc(F)cc2)cc1 (stereo unspecified) returned 697 NFkB inh -11.9, Gli-Sufu antag -11.3, EBI2 antag -6.0, CCR6 antagonist 11.7, APJ antagonist -5.9, CXCR6 inh -0.2, Jurkat NFkB inh -13.3 and UBC13 inh -14.9.
For Cc1cccc(NC(=O)c2cccs2)n1 the results were 697 NFkB inh -17.6, Gli-Sufu antag -28.8, EBI2 antag -15.9, CCR6 antagonist 1.1, APJ antagonist -37.9, CXCR6 inh 4.0, Jurkat NFkB inh -25.8 and UBC13 inh -1.2.

Next part, starting with the last 2 of the part before.
Screening COc1ccc(C2/C=C\CN(C(=O)CC(C)C)CC(=O)N2Cc2ccc(F)cc2)cc1 (stereo unspecified) returned 697 NFkB inh -11.9, Gli-Sufu antag -11.3, EBI2 antag -6.0, CCR6 antagonist 11.7, APJ antagonist -5.9, CXCR6 inh -0.2, Jurkat NFkB inh -13.3 and UBC13 inh -14.9.
For Cc1cccc(NC(=O)c2cccs2)n1 the results were 697 NFkB inh -17.6, Gli-Sufu antag -28.8, EBI2 antag -15.9, CCR6 antagonist 1.1, APJ antagonist -37.9, CXCR6 inh 4.0, Jurkat NFkB inh -25.8 and UBC13 inh -1.2.
For Cc1cc(C)c(S(=O)(=O)N2CCN(C(=O)c3cccs3)CC2)c(C)c1 the results were 697 NFkB inh 7.9, Gli-Sufu antag 9.3, EBI2 antag 0.6, CCR6 antagonist 7.4, APJ antagonist -9.9, CXCR6 inh -3.7, Jurkat NFkB inh 5.9 and UBC13 inh 4.8.
For Cc1cc(C)c[n+](C(C)C(=O)c2ccc(Cl)cc2)c1 (stereo unspecified) the results were 697 NFkB inh 0.6, Gli-Sufu antag -8.7, EBI2 antag -5.1, CCR6 antagonist 4.9, APJ antagonist -14.6, CXCR6 inh 0.0, Jurkat NFkB inh 4.4 and UBC13 inh 1.5.
COc1ccc(C(=O)CSc2nc(C(C)(C)C)nc3ccccc23)cc1 was read as 697 NFkB inh -22.2, Gli-Sufu antag -6.0, EBI2 antag 10.1, CCR6 antagonist -12.9, APJ antagonist -1.9, CXCR6 inh -2.0, Jurkat NFkB inh -17.8 and UBC13 inh 13.3.
Screening Cc1cc(C)cc(NC(=O)Oc2ccccc2N2CCCCC2)c1 returned 697 NFkB inh 22.1, Gli-Sufu antag 3.5, EBI2 antag 4.9, CCR6 antagonist -4.6, APJ antagonist 13.6, CXCR6 inh -4.5, Jurkat NFkB inh 9.1 and UBC13 inh 5.2.
`CCOC(=O)C1CCN(C(=O)CC(NS(=O)(=O)c2ccc(OC)cc2)C(C)C)CC1` (stereo unspecified) gave 697 NFkB inh 5.3, Gli-Sufu antag -2.1, EBI2 antag 1.7, CCR6 antagonist 4.5, APJ antagonist 10.3, CXCR6 inh -6.9, Jurkat NFkB inh 10.0 and UBC13 inh -3.3.
COc1cc(NC(=O)c2cc([N+](=O)[O-])ccc2NC(=O)CNC2CCCCC2C)cc(OC)c1 (stereo unspecified) was read as 697 NFkB inh 1.0, Gli-Sufu antag 10.5, EBI2 antag 4.7, CCR6 antagonist -2.5, APJ antagonist 19.7, CXCR6 inh 0.5, Jurkat NFkB inh 6.8 and UBC13 inh -9.1.
`Cc1ccc(S(=O)(=O)N2CCCN(C(=O)c3ccc(-n4nccc4C)cc3)CC2)cc1` gave 697 NFkB inh 9.5, Gli-Sufu antag 4.4, EBI2 antag 46.8*, CCR6 antagonist 0.1, APJ antagonist 11.6, CXCR6 inh 2.1, Jurkat NFkB inh -1.2 and UBC13 inh 2.9.
`CCOC(=O)CSc1nc(=O)n2cccc(C)c2n1` gave 697 NFkB inh 3.2, Gli-Sufu antag 19.4, EBI2 antag -1.1, CCR6 antagonist 3.9, APJ antagonist -2.5, CXCR6 inh 3.4, Jurkat NFkB inh -6.6 and UBC13 inh -1.9.
`COc1cc(C2C3C(=O)N(c4ccccc4)C(=O)C3ON2c2ccccc2)ccc1O` (stereo unspecified) gave 697 NFkB inh 12.4, Gli-Sufu antag 1.4, EBI2 antag -0.7, CCR6 antagonist -13.0, APJ antagonist 7.2, CXCR6 inh -4.8, Jurkat NFkB inh 8.6 and UBC13 inh -0.4.
Screening O=C(CC(=O)N/N=C/c1ccc(F)cc1)N/N=C/c1ccc(F)cc1 returned 697 NFkB inh -4.6, Gli-Sufu antag 6.1, EBI2 antag 4.0, CCR6 antagonist -10.2, APJ antagonist -13.0, CXCR6 inh 11.1, Jurkat NFkB inh -12.7 and UBC13 inh 7.0.
For COc1ccc(-c2nn(CCC#N)cc2C=C(C#N)C#N)cc1 the results were 697 NFkB inh 7.4, Gli-Sufu antag -2.6, EBI2 antag -1.2, CCR6 antagonist 7.1, APJ antagonist -1.5, CXCR6 inh 3.5, Jurkat NFkB inh 3.4 and UBC13 inh 6.7.
O=c1c(Sc2ccccc2)c(C(F)(F)F)[nH]n1-c1ccccc1 was read as 697 NFkB inh 17.0, Gli-Sufu antag 9.5, EBI2 antag -1.5, CCR6 antagonist 0.4, APJ antagonist -10.6, CXCR6 inh -0.5, Jurkat NFkB inh 6.0 and UBC13 inh -8.5.
